# Source: PubChem BioAssay (Johns Hopkins Ion Channel Center)
# MrgX1 PAM = human MrgX1 positive allosteric modulation, primary screen; MrgX1-HEK293, Fluo-4 calcium flux, FDSS; stronger effect = higher value; 310,000 compounds, 0.63% hits; Q96LB2; B-score at 10 µM;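 active means plate-corrected calcium response at least 3 library SD above typical, normal starting fluorescence, not activating the receptor alone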;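 further: compound read alongside a low EC10 to EC30 dose of BAM8-22 agonist; peak minus trough fluorescence over baseline measured at the second addition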
# TRPC4 PAM = allosteric potentiators of mouse TRPC4 channel. Q9QUQ5. HEK293 TRPC4beta/mu-opioid, DAMGO EC20, Fluo-4 Ca2+ flux; stronger effect = higher value. B-score at 10 µM. 310,000 compounds, 0.42% hits. AID 2227;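 active means B-score of calcium response area above 5 SD of library B-scores, with initial fluorescence ratio within 5 SD of library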;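 further: B-score of integrated fluorescence ratio over time as area under calcium response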
# TRPC6 inh = inhibitors of mouse TRPC6 channel. Q61143. HEK293-TRPC6, membrane potential dye, ACh-evoked depolarization; stronger effect = lower value. B-score at 10 µM. 310,000 compounds, 1.1% hits;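 active means B-score under library mean minus 3 SD, initial fluorescence not abnormally high, positive integrated signal ratio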;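 further: B-score derived from integrated fluorescence ratio over the kinetic read; more negative B-score means stronger inhibition of depolarization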
# Target sequence (Q61143 whole entry, looked up): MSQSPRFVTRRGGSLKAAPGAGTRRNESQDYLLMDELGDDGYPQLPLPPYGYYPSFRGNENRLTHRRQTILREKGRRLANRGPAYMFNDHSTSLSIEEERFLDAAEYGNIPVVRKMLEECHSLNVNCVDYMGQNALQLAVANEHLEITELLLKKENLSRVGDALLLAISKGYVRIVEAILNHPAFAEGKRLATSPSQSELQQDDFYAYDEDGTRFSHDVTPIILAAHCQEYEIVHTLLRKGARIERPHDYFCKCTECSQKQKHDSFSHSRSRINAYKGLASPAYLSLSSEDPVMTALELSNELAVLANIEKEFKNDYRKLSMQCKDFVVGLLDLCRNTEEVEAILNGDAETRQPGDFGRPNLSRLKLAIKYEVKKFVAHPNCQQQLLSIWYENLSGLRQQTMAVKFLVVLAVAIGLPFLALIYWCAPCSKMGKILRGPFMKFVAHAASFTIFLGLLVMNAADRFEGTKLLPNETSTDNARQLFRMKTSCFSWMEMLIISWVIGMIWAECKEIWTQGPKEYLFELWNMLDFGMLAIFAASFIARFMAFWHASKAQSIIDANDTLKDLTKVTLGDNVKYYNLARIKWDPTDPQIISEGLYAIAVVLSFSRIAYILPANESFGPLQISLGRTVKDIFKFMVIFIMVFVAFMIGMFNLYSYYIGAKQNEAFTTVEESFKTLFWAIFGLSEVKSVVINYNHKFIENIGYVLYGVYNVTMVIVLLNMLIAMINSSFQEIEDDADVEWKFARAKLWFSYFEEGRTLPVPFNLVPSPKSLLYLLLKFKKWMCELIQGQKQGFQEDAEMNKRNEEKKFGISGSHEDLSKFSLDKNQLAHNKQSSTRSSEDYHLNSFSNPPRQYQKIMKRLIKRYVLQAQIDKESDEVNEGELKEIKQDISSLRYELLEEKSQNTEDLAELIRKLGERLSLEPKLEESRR
# TRPC4 act = TRPC4 (mouse) channel activation. B-score at 10 µM. Q9QUQ5. 310,000 compounds, 0.49% hits. HEK293 TRPC4beta/mu-opioid, Fluo4 calcium fluorescence; stronger effect = higher value;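 active means B-score above 5 SD of library B-scores, and initial fluorescence ratio not above library mean plus 5 SD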;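 further: positive B-score marks a calcium rise read as TRPC4 activation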
#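 Incubation: 45 min room-temperature Fluo4 loading, 110 s read / System: HEK293 cells stably co-expressing mouse TRPC4beta and mu-opioid receptor / Signal: Fluo4 fluorescence, kinetic / Control set: buffer (low) and maximal DAMGO (high) / Measure: integrated baseline-normalised fluorescence ratio, converted to per-well B score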
# RGS4 inh = inhibitors of human RGS4 | P49798 | HEK293 M3R/RGS4 inducible, Fluo-4 calcium flux; stronger effect = higher value; triggered by carbachol at its EC20 | B-score at 10 µM | 310,000 compounds, 0.45% hits | AID 463165;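 active means B-score, a plate-corrected calcium signal, over three deviations above library mean, with baseline fluorescence within five deviations of library mean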;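 further: RGS4 expression induced by doxycycline in cells with stable M3 receptor; B-score is computed from the integrated fluorescence ratio over baseline after carbachol; higher B-score means a larger calcium signal and so more RGS4 inhibition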
# Target sequence (P49798 whole entry, looked up): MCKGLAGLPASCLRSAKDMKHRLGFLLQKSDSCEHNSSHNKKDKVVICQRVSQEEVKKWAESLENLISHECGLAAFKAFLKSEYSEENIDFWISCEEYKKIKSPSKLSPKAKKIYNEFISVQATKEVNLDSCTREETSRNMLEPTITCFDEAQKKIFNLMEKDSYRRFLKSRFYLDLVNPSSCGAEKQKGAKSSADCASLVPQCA
# TRPC4 inh = blocks the mouse TRPC4 cation channel | Q9QUQ5 | HEK293 TRPC4beta/mu-opioid, DAMGO-evoked Fluo4 calcium flux; stronger effect = lower value | B-score at 10 µM | 300,000 compounds, 0.39% hits | AID 2247;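 active means B-score over 3 SD under the library average, no early fluorescence shift, positive overall ratio signal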
#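 Test system – stable TRPC4beta/mu-opioid receptor HEK293 cells · Probe or stimulus – DAMGO, a submaximal dose followed by a maximal one · Dosing – one concentration per compound · Signal – Fluo4 calcium fluorescence by kinetic imaging, 5 s 1 Hz baseline · Evaluation – per-well B score of integrated baseline-normalized Fluo4 ratio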
# ANO1 activ = activates or potentiates the mouse TMEM16A chloride channel. Q8BHY3. HEK293 TMEM16A/YFP-H148Q/I152L, iodide quench fluorescence; stronger effect = lower value. B-score at 10 µM. 340,000 compounds, 0.3% hits. AID 623877;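 active means fluorescence-ratio B-score plate-corrected deviation score at least 3 library SD below zero, with starting fluorescence score within 5 deviations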;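 further: channel opened by trigger with iodide after compound preincubation; score built on the fluorescence ratio of max minus min over baseline; more negative score means more quench and so TMEM16A activation or potentiation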
# ANO1 block = mouse TMEM16A channel inhibition, primary screen; Q8BHY3; HEK293 TMEM16A/YFP iodide influx fluorescence, ionomycin; normalized B-score (activity score, 25-100; higher = stronger inhibition) at 10 µM; 310,000 compounds, 1.2% hits;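 active means ratio plate-corrected score three or more library SD toward inhibition, starting fluorescence score within five deviations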;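 further: score derived from kinetic fluorescence span divided by baseline fluorescence per well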
# TRPC6 act = activates the mouse TRPC6 cation channel | HEK293-TRPC6 membrane potential dye fluorescence; stronger effect = higher value | B-score at 10 µM | 310,000 compounds, 0.13% hits;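 active means B-score of the integrated fluorescence ratio above library mean plus 3 SD, and starting fluorescence ratio within library mean plus 5 SD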;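 further: higher score means more depolarization so channel activation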
# MrgX1 agonist = agonists of human MrgX1 receptor | MrgX1-HEK293 cells, Fluo-4 calcium fluorescence, agonist mode; stronger effect = higher value | 310,000 compounds, 0.44% hits | B-score at 10 µM | Q96LB2;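 active means calcium response B-score plate-corrected fluorescence ratio at least 3 library SD, with starting fluorescence B-score inside 5 SD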
#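 Material: MrgX1-expressing HEK293 cells; input: 15,000 cells per well; doses: test compound given as first of three sequential additions; schedule: overnight plating before 1 h dye loading; technique: Fluo-4 NW calcium-flux fluorescence, kinetic read; evaluation: baseline-normalised fluorescence change ratio, B-scored; control set: plate-wise positive and negative controls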
# MrgX1 antag = human MrgX1 receptor antagonism, primary screen; B-score at 10 µM; 310,000 compounds, 1.3% hits; Q96LB2; MRGX1-HEK293 calcium flux, Fluo-4, BAM8-22 antagonism; stronger effect = lower value; AID 588676;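 active means calcium-response B-score plate-corrected more than 3 library SD below zero, starting fluorescence within 5 deviations, no agonist response on first addition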;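 further: peak minus trough fluorescence over baseline after final BAM8-22 challenge near maximal dose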
# Active calls of the source: *; i = inactive; nt = no result given. This is a random part of the collection; overall some 5.8% were active at least once.
# Below each SMILES: MrgX1 PAM, TRPC4 PAM, TRPC6 inh, TRPC4 act, RGS4 inh, TRPC4 inh, ANO1 activ, ANO1 block, TRPC6 act, MrgX1 agonist, MrgX1 antag
COc1ccc(C2C(CC(=O)O)=C(Nc3ccccc3)C(=O)N2c2ccccc2)cc1 (configuration not stated)
  i, i, i, i, i, i, i, i, i, i, i
COc1ccc(C(NC(=O)C(C)C)c2c(O)ccc3ccccc23)cc1 (configuration not stated)
  i, i, i, i, i, i, i, i, i, i, i
CCCOc1ccc(C(=O)NNC(=S)NC(=O)c2ccco2)cc1
  i, i, i, 217*, i, i, i, 100*, i, 146*, i
Cc1cc([N+](=O)[O-])ccc1NC(=O)c1cncc(Br)c1
  i, i, i, i, i, i, i, i, i, i, i
Cc1ccc(NC(=O)CCc2nnc3ccc(N4CCC(C)CC4)nn23)nc1
  i, i, i, i, i, i, i, i, i, i, -7.35*
CCn1c(C)cs/c1=N\C(=S)Nc1ccccc1C
  i, i, i, i, i, i, i, i, i, i, i
CN(C)CCNC=C(C(=O)Nc1ccc(Cl)cc1Cl)C(=O)Nc1ccc(Cl)cc1Cl
  i, i, i, i, i, i, i, i, i, i, i
COc1ccc(C(=O)N2CCC(C(=O)N3CCN(Cc4ccccc4)CC3)CC2)cc1
  i, i, i, i, i, i, i, i, i, i, i
COc1cccc(OCc2nnc(SCc3cc(=O)[nH]c4ccccc34)o2)c1
  i, i, i, i, i, i, i, i, i, i, i
COc1ccc(N2C(=O)C3CCCN3C2c2ccc(C)o2)cc1Cl (configuration not stated)
  i, i, i, i, i, i, i, 25*, i, i, i
Cc1ccc(-n2c(C)n[nH]c2=S)cc1C
  i, i, i, i, i, i, i, i, i, i, i
CN(CC(=O)Nc1ccccc1C(F)(F)F)C(=O)CN1C(=O)C2CCCCC2C1=O (configuration not stated)
  i, i, i, i, i, i, i, i, i, i, i
COCCN(Cc1ccccc1)C(=S)Nc1ccc(OC(F)F)cc1
  i, i, i, i, i, i, i, i, i, i, i
O=c1ccn(-c2cccc(C(F)(F)F)c2)nc1-c1ccn(-c2ccccc2)n1
  i, i, i, i, i, i, i, i, i, i, i
O=Cc1cccn1-c1cccnc1
  i, i, i, i, i, i, i, i, i, i, i
NC(=O)c1ccc(NC(=O)CN2CCN(c3ccccc3)CC2)cc1
  i, i, i, i, i, i, i, i, i, i, i
Cc1cccc(OCC(=O)NC2CCCc3ccccc32)c1C (configuration not stated)
  i, i, i, i, i, i, i, i, i, i, i
COc1cc(C=Nc2cccc([N+](=O)[O-])c2C)ccc1OC(C)=O
  i, i, i, i, i, i, i, i, i, i, i
O=C(NCCO)C(=O)NCC1OCCCN1S(=O)(=O)c1ccc2c(c1)OCCO2 (configuration not stated)
  i, i, i, i, i, i, i, i, i, i, i
CC(C)CC1c2[nH]c3ccccc3c2CCN1C(=O)C1CCOCC1 (configuration not stated)
  i, i, i, i, i, i, i, i, i, i, i
COCCN1C(=S)N[C@@H](c2cccc(F)c2)C(C(=O)OC)=C1C
  i, i, i, i, i, i, nt, i, i, i, i
CCN(CC)S(=O)(=O)c1cccc(C(=O)NCC2CCCCC2)c1
  i, i, i, i, i, i, i, i, i, i, i
Cc1ccc(CN=c2c([N+](=O)[O-])nn(-c3cccc(Cl)c3)n2O)cc1
  i, i, i, i, i, i, i, i, i, i, i
Cc1ccc(-c2csc(NC(=O)c3cnccn3)n2)cc1C
  i, i, i, i, i, i, i, i, i, i, i
Cc1ccc(NC(=S)NNC(=O)c2nn(C)c(C)c2Cl)cc1
  i, i, i, i, i, i, i, i, i, i, i
C#CCN1C(=O)C(O)(CC(=O)c2cccc(OC)c2)c2ccccc21 (configuration not stated)
  i, i, i, i, i, i, i, i, i, i, i
CN(Cc1ccc(OCC(O)CN(C)Cc2ccccc2)cc1)Cc1nccn1C (configuration not stated)
  i, i, i, i, i, i, i, i, i, i, i
Cc1cccc(OCCNC(=O)c2cncc(Br)c2)c1
  i, i, i, i, i, i, i, i, i, i, i
CCCCN(C)C(=O)c1nc2ccccn2c1CN1CCN(c2cnccn2)CC1
  i, i, i, i, i, i, i, i, i, i, i
COc1cc(/C=C2/C(=O)NN(c3ccc(Cl)c(Cl)c3)C2=O)cc([N+](=O)[O-])c1O
  i, i, i, i, i, i, i, i, i, i, i
CCN(CC)CCSc1nc(O)c(C(C)C)c(=O)[nH]1
  i, 12*, i, 80*, i, i, i, i, i, i, i
Cn1c(-c2ccccc2)c[n+]2c1CCCCC2
  i, i, i, i, i, i, i, i, i, i, i
COc1ccc(C(=O)NC(=S)Nc2ccc3oc(=O)ccc3c2)cc1OC
  i, i, i, i, i, i, i, i, i, i, i
Cc1ccc(NC(=O)NCCN2CCCCC2)cc1Cl
  i, i, i, i, i, i, i, i, i, i, i
CCOC(=O)c1c(C)nc2c(c1-c1ccc(OC)c(OC)c1)C(=O)c1ccccc1-2
  i, i, i, i, i, i, i, i, i, i, i
CS(=O)(=O)c1ccc(C(=O)OCC(=O)NC(=O)C2CCCCC2)cc1[N+](=O)[O-]
  i, i, i, i, i, i, i, i, i, i, i
COc1cc(NC(=O)c2nccn2C)cc(C(=O)Nc2cccc(C(F)(F)F)c2)c1
  i, i, i, i, i, i, i, i, i, i, i
C=CCN1C(=O)C(Cc2cccc(C)c2)SC1=Nc1ccc(C(=O)O)cc1 (configuration not stated)
  i, i, i, i, i, i, i, i, i, i, i
Cc1ncc(CO)c(/C=N/NC(=S)Nc2ccc(C(C)C)cc2)c1O
  i, i, i, i, i, i, i, i, i, i, i
CCOC(=O)C1CCCN(c2nc3c(C)cccn3c(=O)c2/C=C(\C#N)C(=O)NCc2ccco2)C1 (configuration not stated)
  i, i, i, i, i, i, i, i, i, i, i
CC(C)(C)c1ccc(S(=O)(=O)Nc2ccc3c(c2)COC3=O)cc1
  i, i, i, i, i, i, i, i, i, i, i
O=c1[nH]c2cc3c(cc2cc1C(c1nnnn1C1CCCC1)N1CCSCC1)OCCO3 (configuration not stated)
  i, i, i, i, i, i, i, i, i, i, i
O=C(Nc1ccccc1C(=O)O)c1cccc(S(=O)(=O)Nc2ccc(Br)cc2)c1
  i, i, i, i, i, i, i, i, i, i, i
Brc1cc2c(cc1Cn1c(-c3cncs3)nc3ccccc31)OCO2
  i, i, i, i, i, i, i, i, i, i, i
COc1ccccc1-n1cnc2cc(C(=O)N3CCOCC3)ccc21
  i, i, i, i, i, i, i, i, i, i, i
CCOc1ccc(S(=O)(=O)N2CCOCC2)cc1NC(=O)c1ccc(N2CCCC2=O)cc1
  i, i, i, i, i, i, i, i, i, i, i
Cc1cccc(C)c1OCC(=O)N(Cc1ccc(N(C)C)cc1)C1CCS(=O)(=O)C1 (configuration not stated)
  i, i, i, i, i, i, i, i, i, i, i
Cc1ccc(-n2nc(C(=O)NCc3ccco3)c3c4ccccc4n(C)c3c2=O)cc1
  i, i, i, i, i, i, i, i, i, i, i
CC(C(=O)OCC(=O)c1ccccc1)N1C(=O)c2ccccc2C1=O (configuration not stated)
  i, i, i, i, i, i, i, i, i, i, i
COC(=O)c1cc2c(C)[nH]c(C)c2cc(C(=O)OC)c1=O
  i, i, i, i, i, i, i, i, i, i, i

# Following part:
# Below each SMILES: MrgX1 PAM, TRPC4 PAM, TRPC6 inh, TRPC4 act, RGS4 inh, TRPC4 inh, ANO1 activ, ANO1 block, TRPC6 act, MrgX1 agonist, MrgX1 antag
CCOc1ccc(C2C3=C(Nc4nc(N)[nH]c(=O)c42)c2ccccc2C3=O)cc1 (configuration not stated)
  i, i, i, i, i, i, i, i, i, i, i
O=C(c1ccco1)N1CCN(S(=O)(=O)c2ccc(Cl)cc2)CC1
  i, i, i, i, i, i, i, i, i, i, i
COC(=O)c1cc(OC)c(OC)cc1NC(=S)NC(=O)c1ccco1
  i, i, i, i, i, i, i, i, i, i, i
CCC12CN3CCN(CC(C3)/C1=N\NC(=O)c1ccc(Cl)cc1)C2
  i, i, i, i, i, i, i, i, i, i, i
O=C(Nc1ccc(OC(F)(F)F)cc1)c1ccc2c(c1)no[n+]2[O-]
  i, i, i, i, i, i, i, i, i, i, i
O=C(O)c1ccc(NC(=O)c2cccc(C(=O)Nc3ccc(C(=O)O)cc3)n2)cc1
  i, i, i, i, i, i, i, i, i, i, i
CC(C)N1CCN(Cc2ccc(Oc3ncccn3)cc2)CC1CCO (configuration not stated)
  i, i, i, i, i, i, i, i, i, i, i
CCOc1ccc(S(=O)(=O)Nc2ccc(C(=O)NCC(c3ccco3)N3CCCCC3)cc2)cc1 (configuration not stated)
  i, i, i, i, i, i, i, i, i, i, i
CCCCn1c(-c2ccccc2C)nc2cc3[nH]c(=O)c(C(C)C)nc3cc21
  i, i, i, i, i, i, i, i, i, i, i
CCOC(=O)Nc1cc(C(=O)OCC)c(C)nc1C
  i, i, i, i, i, i, i, i, i, i, i
COc1ccc(CN2CCN(Cc3ccon3)CC2CCO)c(C)c1C (configuration not stated)
  i, i, i, i, i, i, i, i, i, i, i
CCOC(=O)c1c(-c2ccccc2)csc1N1C(=O)Nc2ccccc2N1O
  i, i, i, i, i, i, i, i, i, i, i
O=C1NCC(=O)N2C(c3ccccc3)c3[nH]c4ccccc4c3C[C@@H]12 (some centres not stated)
  i, i, i, i, i, i, i, i, i, i, i
Cc1ccc(S(=O)(=O)N2CCOCC2)cc1C(=O)Nc1ccc(S(=O)(=O)Nc2nccs2)cc1
  i, i, i, i, i, i, i, i, i, i, i
O=C(N/N=C/C=C/c1ccccc1)c1cc(C2CC2)[nH]n1
  i, i, i, i, i, i, i, i, i, i, i
CCOc1ccccc1NC(=O)C1CCCN(S(C)(=O)=O)C1 (configuration not stated)
  i, i, i, i, i, i, i, i, i, i, i
O=C(CC(Nc1ccccc1)c1ccc(F)cc1)c1ccccc1 (configuration not stated)
  i, i, i, i, i, i, i, i, i, i, i
